# MmCpn inh: Inhibitors of TCP-1 ring complex (TRiC) of Methanococcus maripaludis (MmCpn): qHTS. Potency, µM (highest dose often 76.9 µM), for inactives: at the highest dose activity, negative = inhibition, actives largely listed as inhibitors. hit rate 0.031% among 330,000. purified Mm-Cpn ATPase, ADP Transcreener TR-FRET; also: potency is read from the fitted curve at half-maximal effect; % is scaled to controls: 0 for no effect and ±100 for the full control effect; nearly all actives have a fitted effect of over 80% in size
#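 Quantitative HTS used 25 nM Mm-CPN and 10 uM ATP in magnesium/KCl Tris buffer, pH 7.4, with 1 mM DTT. Hydrolysis ran 30 min at 37°C; ADP was read by HTRF.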
# A549 viability: Nrf2 qHTS screen for inhibitors: counterscreen for cytotoxicity; A549 ARE-Fluc cells, CellTiter-Fluor viability, 18-24 h; Potency, µM (top dose mostly 46 µM), inactives show at the highest dose activity change, negative = cytotoxicity, usual class: inhibitors; hit rate 0.16% among 390,000; AID 504648, 2011; also: potency is read from the fitted curve at half-maximal effect; % is scaled to controls: 0 for no effect and ±100 for the full control effect
#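 Cytotoxicity counterscreen: CellTiter-Fluor fluorescence was measured in A549 ARE_Fluc cells after 18-24 h of compound exposure in a concentration series. The subsequent BugLite luminescent read reports ARE-luciferase activity.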
# EPAC2 agonist: qHTS for Agonist of cAMP-regulated guanine nucleotide exchange factor 4 (EPAC2): primary screen; EPAC2 activation, biochemical qHTS; response scale: 100% = 6.5 mM cAMP response; Potency, µM (doses to about 154 µM), for the others: at the highest dose activation, usual class: activators; hit rate 0.079% among 360,000; AID 720711, 2013; also: potency is read from the fitted curve at half-maximal effect; nearly all actives have a fitted effect of over 50% in size
# Target sequence (Q8WZA2 whole entry, looked up): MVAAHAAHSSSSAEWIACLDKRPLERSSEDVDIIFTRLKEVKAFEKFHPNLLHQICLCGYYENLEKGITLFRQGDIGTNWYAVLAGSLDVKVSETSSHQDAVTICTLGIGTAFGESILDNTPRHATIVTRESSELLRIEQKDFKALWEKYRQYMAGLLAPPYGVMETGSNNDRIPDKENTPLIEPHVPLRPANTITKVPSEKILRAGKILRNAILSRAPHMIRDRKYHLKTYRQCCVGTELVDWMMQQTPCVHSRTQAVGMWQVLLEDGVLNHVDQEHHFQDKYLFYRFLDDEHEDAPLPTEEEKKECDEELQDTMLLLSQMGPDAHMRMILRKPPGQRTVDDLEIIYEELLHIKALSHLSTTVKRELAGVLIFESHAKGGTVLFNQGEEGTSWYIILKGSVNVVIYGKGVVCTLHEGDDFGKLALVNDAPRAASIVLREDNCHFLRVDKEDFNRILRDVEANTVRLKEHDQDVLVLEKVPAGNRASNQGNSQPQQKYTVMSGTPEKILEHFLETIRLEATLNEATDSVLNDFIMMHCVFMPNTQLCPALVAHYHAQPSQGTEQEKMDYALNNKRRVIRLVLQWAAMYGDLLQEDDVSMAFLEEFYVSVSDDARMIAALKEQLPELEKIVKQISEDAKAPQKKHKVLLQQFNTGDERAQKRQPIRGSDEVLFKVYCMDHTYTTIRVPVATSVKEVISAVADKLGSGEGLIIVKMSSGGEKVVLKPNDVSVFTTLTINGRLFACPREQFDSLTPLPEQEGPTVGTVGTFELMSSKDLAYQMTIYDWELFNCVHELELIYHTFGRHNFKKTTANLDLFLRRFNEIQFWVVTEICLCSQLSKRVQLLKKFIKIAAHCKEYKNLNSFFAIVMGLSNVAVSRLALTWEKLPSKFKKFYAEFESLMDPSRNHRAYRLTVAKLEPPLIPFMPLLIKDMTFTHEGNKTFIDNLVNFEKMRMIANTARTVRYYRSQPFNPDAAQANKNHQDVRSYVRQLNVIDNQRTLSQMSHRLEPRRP
#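 Compounds were added across a concentration range to EPAC2 (100 nM), RAP1B-BODIPY-GDP (250 nM) and GDP (50 uM). After 5 min at room temperature, fluorescence was recorded at 5-min intervals for 30 min.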
# Nrf2 block: Nrf2 qHTS screen for inhibitors; A549 ARE-Fluc reporter, luciferase luminescence, 18-24 h; Potency, µM (top dose mostly 46 µM), for inactives: top-dose activity change, negative = inhibition, usual class: inhibitors; hit rate 2.1% among 360,000; also: potency is read from the fitted curve at half-maximal effect; % is scaled to controls: 0 for no effect and ±100 for the full control effect; nearly all actives have a fitted effect of over 60% in size
#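 In this cell-based qHTS, ARE-driven firefly luciferase in A549 cells reports Nrf2 activity; the luminescent signal after BugLite lysis is the measured value, with a prior CellTiter-Fluor read for cell health.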
# CCT chaperon mod: High-Throughput Screening for Modulators of Cytosolic Chaperonin Activity. activity change, % (test concentration not listed), hits read low. hit rate 0.3% among 360,000. purified chaperonin ATPase assay, HTRF ADP detection, 30 min. AID 651819, 2012; in the data active = activity change below about -30%; also: % is scaled to controls: 0 for no effect and ±100 for the full control effect
#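 Enzyme 40 or 20 nM (batch-dependent) in Tris pH 7.4/KCl/MgCl2/DTT; cpd 76 uM single point; ATP 10 uM; 30 min 37 °C; Transcreener ADP HTRF detection, 30 min RT; ratio 665/615.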
# EPAC2 antag: qHTS for Antagonist of cAMP-regulated guanine nucleotide exchange factor 2 (EPAC2): primary screen; Rap guanine nucleotide exchange factor 4 (Homo sapiens), Q8WZA2; EPAC2 GEF exchange of Rap1B-BODIPY-GDP, fluorescence; Potency, µM (titrated, usually from 114 µM), inactives show at the top dose activity, negative = inhibition, usual class: inhibitors; hit rate 0.18% among 360,000; also: potency is read from the fitted curve at half-maximal effect; % is scaled to controls: 0 for no effect and ±100 for the full control effect; nearly all actives have a fitted effect of over 45% in size; many of its hits are not listed in these tables
# Nrf2 ARE act: qHTS of Nrf2 Activators | AREc32 ARE-luciferase reporter (MCF7-derived line), luminescence, 24 h | Potency, µM (highest dose often 46.1 µM), for inactives: top-dose activation, usual class: activators | hit rate 0.31% among 410,000; also: potency is read from the fitted curve at half-maximal effect; % of control where 0% means no effect; nearly all actives have a fitted effect of over 65% in size
#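 AREc32 cells carrying an ARE-driven firefly luciferase reporter were seeded at 1000 cells/well in OPTI-MEM with 5% FBS, then exposed to compound for 24 hr at 37 deg C. Luminescence was read with Steady-Glo after 30 min at RT.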
# Akt phos inh: HTS Assay for Inhibitors of Akt Phophorylation: Primary Screen; Neuro2A IGF-stimulated pAkt S473 HTRF, 20 min; hits give low values; activity change, % for hits at 50 µM; hit rate 0.32% among 360,000; AID 651550, 2012; in the data active = activity change below about -80%; inconclusive = mostly about -51% to -80%; also: % is scaled to controls: 0 for no effect and ±100 for the full control effect
#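 Single-point screen (50 µM final compound) in Neuro2A cells stimulated 20 min with 6 nM IGF at 37 deg C. After lysis, Ser473-phosphorylated Akt read by HTRF (ex 330 nm, em 615/665 nm) as the 665/615 ratio.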
# TGFb SMAD3 inh: qHTS for Inhibitors of TGF-b; HepG2 CAGA-GFP TGF-b/SMAD3 reporter, GFP fluorescence, 18 h; TGF-beta stimulated, 500 pg/mL final; Potency, µM (top dose mostly 46.1 µM), for inactives: at the top dose activity, negative = inhibition, hits mostly inhibitors; hit rate 1.2% among 410,000; AID 588855, 2011; also: potency is read from the fitted curve at half-maximal effect; % is scaled to controls: 0 for no effect and ±100 for the full control effect; nearly all actives have a fitted effect of over 65% in size
#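 HEPG2 CAGA-GFP cells (1000/well, DMEM with 1% FBS) were pre-incubated 2 h at 37 degrees C, given compound by pin tool, then stimulated with TGF-beta at 500 pg/mL final for 18 h before per-cell GFP fluorescence imaging.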
# Active calls of the source: *; i = inactive; ? = inconclusive; nt = no result given; & = joins results of further samples; [ ] = dose if it differs, or a comment. Unless noted, calls follow the shape of the dose curve; as a rule, active = well fitted curve in the direction sought with a large enough effect; inconclusive = small, poorly fitted or top-dose-only effect, or another doubt; inactive = no such curve, though single readings can be large; an effect the other way counts as inactive or inconclusive. The list is partial (hit frequency here may not be typical).
# The opening two compounds, ahead of the listing:
SMILES,MmCpn inh,A549 viability,EPAC2 agonist,Nrf2 block,CCT chaperon mod,EPAC2 antag,Nrf2 ARE act,Akt phos inh,TGFb SMAD3 inh
COc1cc(CNCCc2ccc3c(c2)OCO3)ccc1O,-2%,-2%,-6%,-3%,-1.1,-6%,-0.7%,i,-1%
CN1CCN(c2ncnc(Cl)c2N)CC1,2%,24%,0%,-1%,0.2,3%,0.0%,i,38%[activator]

# The whole of this part, previewed entries included:
SMILES,MmCpn inh,A549 viability,EPAC2 agonist,Nrf2 block,CCT chaperon mod,EPAC2 antag,Nrf2 ARE act,Akt phos inh,TGFb SMAD3 inh
COc1cc(CNCCc2ccc3c(c2)OCO3)ccc1O,-2%,-2%,-6%,-3%,-1.1,-6%,-0.7%,i,-1%
CN1CCN(c2ncnc(Cl)c2N)CC1,2%,24%,0%,-1%,0.2,3%,0.0%,i,38%[activator]
CCOC(=O)c1sc(/N=C/c2c(O)n(-c3cccc(C)c3)c(=O)[nH]c2=O)c(C#N)c1C,0%,-10%,7%,-7%,-0.8,6%,3.2%,i,0%
COc1ccc(CCn2c(O)c(C=NCCN3CCCCC3)c(=O)[nH]c2=O)cc1OC,0%,0%,0%,-8%,0.9,9%[57.1 µM],-0.2%,i,-2%
CN1/C(=C\C=C2C(=O)NC(=S)NC2=O)C(C)(C)c2ccccc21,-2%,?,50µM*,?,-2.5,200%[activator],-0.2%,i,100%[activator]
COC(=O)C1=C(c2ccc(-c3ccccc3)c(F)c2)C[C@@H]2CC[C@H]1N2C(=O)NCCOc1ccccc1Cl,-1%,-20%,-1%,16µM*,-0.4,-2%,0.2%,i,?
CCOC(=O)N1CCC(NC(=O)CCc2nc(C3=CCN(C)CC3)no2)CC1,-16%,3%&-6%,11%&1%,3%&-5%,3.0&0.6,15%&11%,2.8%&-1.4%,i,0%&-3%
CC12CCC3c4ccc(OC(=O)N(CCCl)CCCl)cc4CCC3C1CCC2O (stereo unspecified),nt,-16%,2%,?,0.4,-7%,-0.6%,i,?
CC/C(=C(\c1ccc(O)cc1)c1ccc(OCCN(C)C)cc1)c1ccccc1,-2%[15.4 µM],-2%,6%,5%,-0.6,-20%,7.5%,i,?
COc1nc(NCC2CCCO2)nc(N2CC3CC(C2)c2cccc(=O)n2C3)n1 (stereo unspecified),0%,-8%,-1%,1%,-1.0,-2%,-0.8%,i,5%

# Exported with two lines to a compound: part of the list above
# Order of results: MmCpn inh, A549 viability, EPAC2 agonist, Nrf2 block, CCT chaperon mod, EPAC2 antag, Nrf2 ARE act, Akt phos inh, TGFb SMAD3 inh
CCOC(=O)c1sc(/N=C/c2c(O)n(-c3cccc(C)c3)c(=O)[nH]c2=O)c(C#N)c1C
    0%, -10%, 7%, -7%, -0.8, 6%, 3.2%, i, 0%
CN1CCN(c2ncnc(Cl)c2N)CC1
    2%, 24%, 0%, -1%, 0.2, 3%, 0.0%, i, 38%[activator]
COC(=O)C1=C(c2ccc(-c3ccccc3)c(F)c2)C[C@@H]2CC[C@H]1N2C(=O)NCCOc1ccccc1Cl
    -1%, -20%, -1%, 16µM*, -0.4, -2%, 0.2%, i, ?
COc1cc(CNCCc2ccc3c(c2)OCO3)ccc1O
    -2%, -2%, -6%, -3%, -1.1, -6%, -0.7%, i, -1%

# Next structures follow:
SMILES,MmCpn inh,A549 viability,EPAC2 agonist,Nrf2 block,CCT chaperon mod,EPAC2 antag,Nrf2 ARE act,Akt phos inh,TGFb SMAD3 inh
CC12CN3CC(C)(CN(C1)C3c1cccs1)C2O (stereo unspecified),0%,3%,3%,11%,0.4,-1%,-0.2%,i,0%
CCN(CCCl)Cc1ccccc1Br,nt,0%,0%,-8%,-1.4,4%,0.5%,i,1%
Cn1c(O)c(C(=O)c2ccccc2F)c(=O)n(C)c1=O,1%,-6%,6%,6%,-0.4,-1%,-0.8%,i,-9%
CCn1c(O)c(/C=N/N2CCOCC2)c(=O)n(CC)c1=S,0%,0%,8%,?,0.8,3%,-0.2%,i,2%
O=C1N=C(N2CCCCC2)SC1=C1CCCCC1,0%,-7%,-83%[15.6 µM],?,-3.2,4%,5.6%,nt,14%
O=C1C=CC2C3C(=O)N(c4ccccc4)C(=O)C3C1N2Cc1ccccc1 (stereo unspecified),nt,0%,12%,13%,-3.0,3%,?,i,2.8µM*
COc1ccc(C(c2nnnn2-c2ccc(OC)cc2)N2CCC3(CC2)C(=O)NCN3c2ccccc2)cc1 (stereo unspecified),nt,nt,11%,nt,0.0,11%,0.9%,i,?
Cc1[nH]c2ccc(OCc3ccccc3)cc2c1CCN,0%,0%,5%,-14%,-2.1,3%,0.3%,i,-18%
COc1cc2c(cc1OC)C(C(=O)NCCC(C)C)C1CCCCN1C2=O (stereo unspecified),0%,-23%,12%,1%,-0.7,-3%,-0.3%,i,11%
COC(=O)C1=C(c2cccc(C#N)c2)C[C@@H]2CC[C@H]1N2C(=O)NC1CC1,2%,2%,0%,2%,1.9,12%,0.0%,i,?
O=C1NC(=S)N(c2ccc(F)cc2)C(=O)/C1=C\c1ccoc1,2%,-2%,-1%,9%,-4.7,-30%,0.8%,i,14%
COc1cc(/C=N/NC(=O)Cn2c([N+](=O)[O-])cnc2C)ccc1OC(=O)N(C)C,2%,-2%,-6%,2%,-4.0,-1%,0.1%,i,?
O=C(c1ccccc1)c1ccc2nc(N3CCN(c4ccc(F)cc4)CC3)c3nncn3c2c1,nt,0%,nt,?,nt,nt,-0.6%,nt,0%
OC(CC#CCN1CCCCCC1)(c1ccccc1)C1CCCC1 (stereo unspecified),0%,?,3%,?,0.5,9%,-1.0%,i,?
COC(=O)C1=C(c2ccc(OCc3ccccc3)cc2)C[C@@H]2CC[C@H]1N2C(=O)NCc1ccc2[nH]ccc2c1,nt,nt,9%,nt,-0.4,-7%,3.9%,i,0%
C[C@]12CCC3=C4CCC(=O)C=C4CC[C@H]3C1CC[C@@H]2O (stereo partly specified),?,-4%,4%,-29%,0.5,8%,-0.7%,i,-31%
Fc1ccc2c(c1)nnn2C1CCN(Cc2c(Cl)cccc2Cl)CC1,-2%,-2%,13%,nt,-2.1,9%,-0.6%,i,-7%
CC(=O)N1CN2CN(C(C)=O)CC(C(=O)c3ccc(Br)cc3)(C2)C1,-2%,-4%,0%[15.6 µM],-2%,-0.9,-17%,-1.4%,nt,8%
O=c1[nH]c(O)c(N=Nc2cccc(S(=O)(=O)N3CCOCC3)c2)c(=O)[nH]1,1%,?,2%,?,-1.4,-1%[57.1 µM],0.3%,i,5%
O=C(CCN1CCN(c2ccccc2)CC1)c1ccc(Br)cc1,0%,-7%,9%,3%,-4.1,-11%,?,i,?
Cn1cc(C(=O)OCC(=O)NC2(C#N)CCCC2)c2ccccc21,1%,4%,10%,-29%,-2.6,5%,0.0%,i,-8%
COc1ccc(OC)c(C2=NOC(C(=O)N3CCC4(CC3)OCCO4)C2)c1 (stereo unspecified),2%,-1%,13%,-7%,-1.3,-3%,0.1%,i,-1%
CC1CCN(C(CC(=O)c2ccccc2)C(=O)c2ccccc2)CC1 (stereo unspecified),nt,-4%,13%,?,-1.8,-8%,1.2%,i,?
CC(C)c1nnc(NC(=O)c2cccc(-n3cnnn3)c2)s1,?,-12%,0%,4%,0.1,-1%,4.3%,i,-2%
CC(Cc1ccccc1)NC=O (stereo unspecified),-1%,-1%,1%,6%,1.3,0%,0.1%,i,0%
C[N+](C)(C)CC#CCOC(=O)Nc1cccc(Cl)c1,nt,-8%,5%,-9%,-1.9,13%,3.3%,i,8%
Clc1ccc(OCC#CCN2CCOCC2)cc1,-2%,-1%,-5%,19%,-1.4,4%,-1.0%,i,-16%
CCOC(=O)[C@]12Cc3c(cc(OC)c(OC)c3OC)[C@H]1N(C1CCCCC1)C(=O)c1ccccc12,nt,nt,11%,nt,-0.2,-14%,-3.3%,i,nt
NCC(CC(=O)O)c1ccc(Cl)cc1 (stereo unspecified),1%,-13%,0%,-5%,-0.4,0%,-0.8%,-108%*,0%
COc1ccccc1CN1CCN(C(=O)COc2ccc3ccccc3c2)CC1,-3%,1%,14%,1%,-1.0,-8%,2.0%,i,-7%
CCN(CC)S(=O)(=O)c1ccc(NN=C(C#N)C#N)cc1,1%,?,-28%,14%,0.6,-5%,8.2%,i,?
O=C(CNC(=O)c1ccccc1Cl)Nc1ccc(Br)cc1C(=O)c1ccccc1,1%,1%,18%,-19%,0.7,-1%,-0.7%,i,-17%
CCN(CC)CCCNC(=O)c1c(O)c2ccccc2n(Cc2ccccc2)c1=O,-2%,-7%,13%,?,-1.5,11%,20%,i,?
CCC1(OC(=O)c2ccccc2)CC(C)N(C)CC1C (stereo unspecified),1%,5%,8%,6%,-4.7,-12%,-0.3%[9.22 µM],i,11%
COC(=O)C1=C(c2ccccc2OCc2ccccc2)C[C@@H]2CC[C@H]1N2C(=O)NCCOc1ccc(OC)cc1,0%,-12%,8%,?,0.4,-5%,0.3%,i,-26%
C[C@H]1CC[C@@H]2N(C1)C[C@H]1[C@@H]3C[C@H]4[C@@H](CC(=O)[C@H]5C[C@@H](O)CC[C@@]54C)[C@@H]3CC[C@H]1[C@]2(C)O,-2%,17%,9%,18%,-4.4,-1%,-0.6%,i,5%
O=C1NC(=S)N(c2ccc(F)cc2)C(=O)/C1=C/c1ccccc1O,2%,-1%,-1%,1%,-0.2,-4%,0.4%,i,1%

# Screening data (PubChem)
